MEKK2 WT-MEK5: raises or lowers MEK5 binding to wildtype human MEKK2 PB1 domain | bead flow cytometry, Alexa488-MEK5 binding to MEKK2 WT; actives lie on both sides | binding response (% of control), % at 10 µM | actives 1.1% (n = 290,000) | Q9Y2U5; in the data active = binding response below about 67% or above about 130%
MEKK3 PB1 HTS: MEKK3-MEK5 PB1 interaction, increase or decrease; bead-based flow cytometry, Alexa488-MEK5 binding to MEKK3; actives lie on both sides; 0 = blocked by unlabeled MEK5, 100 = vehicle; binding response (% of control), % at 10 µM; actives 1.4% (n = 290,000); AID 1529;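 active = binding response more than 3 SD above or below the average of its plate-row segment, actives on both sides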;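 note: Alexa488 bead fluorescence after subtracting the streptavidin-only scavenger bead signal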
p-CIP stab down: compounds decreasing mouse p/CIP protein stability | F442A p/CIP-EGFP cells, EGFP fluorescence, 16 h | decrease of EGFP signal, % at 10 µM | actives 0.01% (n = 290,000);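 active = EGFP signal decrease of at least 30% at 10 µM or well 3 SD below plate mean, unless failing retest; inactive = the rest, including hits failing retest or dose response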; note: some compounds called inactive have numbers as strong as hits; many of its hits are not listed in these tables
Target sequence (Q05BA5 1-1403): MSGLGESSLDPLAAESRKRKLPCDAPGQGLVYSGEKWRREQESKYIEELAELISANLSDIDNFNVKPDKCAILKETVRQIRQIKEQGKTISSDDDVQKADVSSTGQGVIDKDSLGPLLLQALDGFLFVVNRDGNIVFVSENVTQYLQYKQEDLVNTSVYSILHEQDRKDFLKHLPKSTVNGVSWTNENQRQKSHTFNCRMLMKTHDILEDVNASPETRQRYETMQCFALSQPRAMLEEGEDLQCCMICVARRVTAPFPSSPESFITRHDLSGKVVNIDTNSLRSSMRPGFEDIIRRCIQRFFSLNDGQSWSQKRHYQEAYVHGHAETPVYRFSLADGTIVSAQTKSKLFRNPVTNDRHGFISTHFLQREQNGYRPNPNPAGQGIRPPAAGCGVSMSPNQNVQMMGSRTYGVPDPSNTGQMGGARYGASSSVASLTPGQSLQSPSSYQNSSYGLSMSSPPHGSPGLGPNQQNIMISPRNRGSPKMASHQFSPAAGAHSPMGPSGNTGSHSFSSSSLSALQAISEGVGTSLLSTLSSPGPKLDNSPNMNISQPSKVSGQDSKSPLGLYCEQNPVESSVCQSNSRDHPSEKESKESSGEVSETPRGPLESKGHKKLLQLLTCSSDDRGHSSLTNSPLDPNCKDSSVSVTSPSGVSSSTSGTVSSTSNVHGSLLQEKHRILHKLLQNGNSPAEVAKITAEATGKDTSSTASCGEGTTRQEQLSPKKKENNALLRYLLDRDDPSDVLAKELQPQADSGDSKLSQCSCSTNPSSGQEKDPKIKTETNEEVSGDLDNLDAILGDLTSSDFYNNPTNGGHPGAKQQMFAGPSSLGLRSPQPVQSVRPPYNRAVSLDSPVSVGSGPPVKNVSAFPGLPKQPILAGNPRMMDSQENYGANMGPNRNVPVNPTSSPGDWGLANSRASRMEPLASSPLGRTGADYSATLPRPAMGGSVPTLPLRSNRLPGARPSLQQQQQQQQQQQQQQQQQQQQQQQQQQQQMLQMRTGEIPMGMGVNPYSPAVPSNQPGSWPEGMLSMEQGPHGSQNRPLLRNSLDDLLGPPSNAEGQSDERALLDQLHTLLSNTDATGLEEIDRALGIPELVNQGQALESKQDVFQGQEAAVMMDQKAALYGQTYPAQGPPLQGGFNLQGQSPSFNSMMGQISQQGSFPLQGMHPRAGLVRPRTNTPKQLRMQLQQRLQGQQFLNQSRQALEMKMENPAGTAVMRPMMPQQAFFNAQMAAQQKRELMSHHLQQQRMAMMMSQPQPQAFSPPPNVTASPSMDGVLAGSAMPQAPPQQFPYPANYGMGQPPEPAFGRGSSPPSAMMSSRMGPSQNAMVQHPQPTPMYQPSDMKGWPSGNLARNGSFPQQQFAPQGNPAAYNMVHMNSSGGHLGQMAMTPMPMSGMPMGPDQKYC
IDE act: activators of human insulin-degrading enzyme in cells; HEK cells, FAbeta-B cleavage, fluorescence polarization; 0% vehicle, 100% cell-free pure enzyme wells; activation, % at 5.96 µM; actives 0.073% (n = 340,000); P14735;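 active = activation above the mean of all tested compounds plus 3 SD, set per screening campaign, cut at about 17% in these data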
IDE inh: inhibitors of human insulin-degrading enzyme in cells | P14735 | HEK cells, FAbetaB cleavage, fluorescence polarization | inhibition, % at 5.59 µM | actives 0.41% (n = 320,000);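 active = percent inhibition above the average of all tested compounds plus 3 SD, set per screening campaign, cut at about 16% in these data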;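 note: IDE supplied by intact live HEK cells; FP after avidin binding of uncleaved biotin substrate so inhibition keeps polarization high; 0% = DMSO wells and 100% = 60 µM reference IDE inhibitor Ii1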
MEKK2mut PB1 HTS: signal of MEK5 binding to mutant human MEKK2 PB1 domain. bead flow cytometry, Alexa488-MEK5 binding to MEKK2 mutant. actives 0.35% (n = 290,000). percent response, % at 10 µM; in the data active = percent response above about 24%, passing the limit was not always enough; note: inactives centre near 1; some results filed as inactive read as strong as hits; reference of the scale not given here
SUMO HTRF inh: inhibitors of human SUMOylation (UBC9). actives 0.36% (n = 290,000). inhibition, % at 35 µM. HTRF SUMOylation assay, SAE1/SAE2 + UBC9, in vitro. P63279; in the data active = inhibition above about 50%, passing the limit was not always enough; note: strong numbers were not always called active
PfM18AAP inh: PfM18AAP enzyme inhibition; recombinant PfM18AAP, H-Glu-NHMec fluorogenic cleavage; inhibition, % at 7.35 µM; actives 1.2% (n = 290,000);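 active = inhibition above the campaign mean inhibition over all tested compounds plus 3 SD, cut at about 28% in these data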;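 note: 0% = plate median of test compound wells and 100% = 2 mM ZnCl2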
NALP1 inh: NALP1 inhibition | AID 2071 | inhibition, % at 10 µM | actives 0.61% (n = 280,000) | S. cerevisiae NALP1/ASC/caspase-1 growth, X-gal OD620, 72 h; in the data active = inhibition mostly above about 24%, no sharp cut-off; inactive = mostly below about 32%; note: some compounds called inactive have numbers as strong as hits
Numbers without * were called inactive; . = not tested or not shown. Some of the compounds tested; the hit share may differ from the screen's.

1: O=C(CS(=O)(=O)Cc1ccccc1)N1CCN(c2cccc(C(F)(F)F)c2)CC1
2: COCCCNC(=O)CN(c1cc([N+](=O)[O-])ccc1OC)S(C)(=O)=O
3: CCc1ccc(CCC(=O)Nc2ccc(C(C)=O)cc2)o1
4: Cc1coc2c(C)c3oc(=O)c(CCC(=O)N(C)CC(=O)O)c(C)c3cc12
5: Cc1ccccc1-c1ncc(CN2CCN(C3CCCC3)C(CCO)C2)cn1 (stereo not given)
6: COc1cc(-c2nc3cccc(C)n3c2NCC2CCCO2)ccc1O (stereo not given)
7: Cc1c(CN(C)C)c2c(n1Cc1ccccc1)C(=O)c1ccccc1-2
8: O=C(Nc1cccc(C(=O)O)c1)/C(=C\c1ccc2c(c1)OCO2)NC(=O)c1ccc(Br)cc1
entry no. | 1 | 2 | 3 | 4 | 5 | 6 | 7 | 8
MEKK2 WT-MEK5 | 102 | 97 | 101 | 106 | 105 | 78 | 121 | 85
MEKK3 PB1 HTS | 97 | 100 | 105 | 103 | 100 | 97 | 106 | 96
p-CIP stab down | 2 | -8 | -6 | 5 | -7 | 5 | 5 | 12
IDE act | 4 | 7 | 0 | 3 | -2 | 7 | 2 | 2
IDE inh | 3 | -1 | 5 | 10 | 3 | 3 | 1 | 0
MEKK2mut PB1 HTS | 0 | 3 | 3 | 6 | -1 | -14 | 10 | -7
SUMO HTRF inh | 7 | 17 | -34 | 12 | 16 | 25 | -12 | 16
PfM18AAP inh | -1 | 4 | 6 | 3 | -5 | 17 | 0 | 3
NALP1 inh | 11 | -4 | 5 | 6 | 12 | -6 | 4 | -13

9: CCN1CCN(C(=O)Cn2nc(-c3ccc(Cl)cc3)ccc2=O)CC1
10: Oc1ccc(NCc2ccccc2OCc2ccccc2F)cc1
11: Cc1ccc(C)c(OCCn2c(=O)c3c(ncn3C3CCCC3)n(Cc3ccccc3)c2=O)c1
12: COc1ccccc1CCNS(=O)(=O)c1cn(C)c(=O)n(C)c1=O
13: COc1ccc(CCNC(=O)CSc2ccc(-c3ccco3)nn2)cc1
14: O=C(c1cc(S(=O)(=O)N2CCOCC2)c(Cl)cc1Cl)N1CCCCC1
15: Cc1ccc(OCC(=O)Nc2cccc3nsnc23)c(C)c1
16: O=[N+]([O-])c1ccc2[nH]c3c(c2c1)CCCC3O (stereo not given)
entry no. | 9 | 10 | 11 | 12 | 13 | 14 | 15 | 16
MEKK2 WT-MEK5 | 110 | 101 | 105 | 96 | 88 | 99 | 93 | 101
MEKK3 PB1 HTS | 104 | 100 | 98 | 90 | 76 | 99 | 93 | 101
p-CIP stab down | 7 | -11 | -3 | 5 | 5 | -7 | -5 | -12
IDE act | 1 | 0 | 2 | -1 | 5 | 4 | 1 | 3
IDE inh | 4 | 3 | -4 | 3 | 3 | -7 | 2 | 1
MEKK2mut PB1 HTS | 8 | -2 | 0 | -7 | -9 | -1 | -7 | 3
SUMO HTRF inh | 12 | 68 | -26 | -13 | 23 | 5 | 10 | 20
PfM18AAP inh | 10 | 7 | -2 | -4 | -17 | -9 | -2 | 1
NALP1 inh | -14 | 21 | 27 | . | 14 | -5 | 16 | -3

Ordered by heavy-atom count (smallest number first): part of the list above.
16: O=[N+]([O-])c1ccc2[nH]c3c(c2c1)CCCC3O (stereo not given)
15: Cc1ccc(OCC(=O)Nc2cccc3nsnc23)c(C)c1
12: COc1ccccc1CCNS(=O)(=O)c1cn(C)c(=O)n(C)c1=O
14: O=C(c1cc(S(=O)(=O)N2CCOCC2)c(Cl)cc1Cl)N1CCCCC1
8: O=C(Nc1cccc(C(=O)O)c1)/C(=C\c1ccc2c(c1)OCO2)NC(=O)c1ccc(Br)cc1
11: Cc1ccc(C)c(OCCn2c(=O)c3c(ncn3C3CCCC3)n(Cc3ccccc3)c2=O)c1
entry no. | 16 | 15 | 12 | 14 | 8 | 11
MEKK2 WT-MEK5 | 101 | 93 | 96 | 99 | 85 | 105
MEKK3 PB1 HTS | 101 | 93 | 90 | 99 | 96 | 98
p-CIP stab down | -12 | -5 | 5 | -7 | 12 | -3
IDE act | 3 | 1 | -1 | 4 | 2 | 2
IDE inh | 1 | 2 | 3 | -7 | 0 | -4
MEKK2mut PB1 HTS | 3 | -7 | -7 | -1 | -7 | 0
SUMO HTRF inh | 20 | 10 | -13 | 5 | 16 | -26
PfM18AAP inh | 1 | -2 | -4 | -9 | 3 | -2
NALP1 inh | -3 | 16 | . | -5 | -13 | 27

(continued)
17: CC(C)c1nnc(N2C(=O)C(O)=C(C(=O)c3cccs3)C2c2ccccc2)s1 (stereo not given)
18: C/C(Cc1ccccc1)=N\NC(=O)CNC(=O)c1cccc(F)c1
19: CS(=O)(=O)N(Cc1ccccc1)c1ccc(C(=O)N2CCOCC2)cc1
20: COc1ccc(NC(=O)[C@H](C)NC(N)=O)cc1S(=O)(=O)Nc1cc(C)ccc1Br
21: CCC1CCCCN1Cc1nc2c(c(=O)n(C)c(=O)n2C)n1Cc1cccc2ccccc12 (stereo not given)
22: COc1ccc(OC)c(NC(=O)Nc2nnc(N3CCC(C)CC3)s2)c1
23: CC1CCCC(C)N1C(=C(Cl)Cl)C(=C1SCCS1)[N+](=O)[O-] (stereo not given)
24: Cc1cc(=O)[nH]c(SCC(=O)N2CCCCC2)n1
entry no. | 17 | 18 | 19 | 20 | 21 | 22 | 23 | 24
MEKK2 WT-MEK5 | 107 | 100 | 106 | 101 | 110 | 98 | 101 | 112
MEKK3 PB1 HTS | 102 | 103 | 103 | 101 | 110 | 104 | 101 | 109
p-CIP stab down | -18 | 3 | -3 | 6 | -1 | 3 | 1 | -7
IDE act | -8 | 4 | 0 | 4 | . | 2 | -2 | -1
IDE inh | . | 1 | 8 | 1 | 5 | -3 | -1 | -3
MEKK2mut PB1 HTS | 6 | -2 | -1 | 0 | 13 | -5 | -3 | 9
SUMO HTRF inh | 10 | -2 | 34 | 12 | -2 | -1 | 3 | 13
PfM18AAP inh | -1 | -3 | 2 | 0 | . | -8 | 1 | -1
NALP1 inh | 10 | 27 | 11 | -4 | . | 18 | 23 | 11

25: COc1cc(OC)cc(-c2nc3nc(C)c(CCC(=O)NCc4ccco4)c(C)n3n2)c1
26: CCOC(=O)C(Cc1c(F)cccc1Cl)c1ccnc2nc(N)nn12 (stereo not given)
27: Cc1ccccc1NC(=O)c1cc(=O)c2ccccc2o1
28: CCC(C)NC(=O)CN1c2cccc3cccc(c23)S1(=O)=O (stereo not given)
29: CC(C)(C)c1ccc(-c2nnc(N)s2)cc1
30: COC(=O)c1ccc(C(=O)OC)c(NC(=O)COC(=O)C23CC4CC(CC(O)(C4)C2)C3)c1
31: CCCn1c(O)c(C=Nc2ccccc2)sc1=S
32: CNC(=O)/C(C#N)=C\c1ccc(CNS(=O)(=O)c2ccc(Cl)cc2)o1
entry no. | 25 | 26 | 27 | 28 | 29 | 30 | 31 | 32
MEKK2 WT-MEK5 | 90 | 106 | 107 | 100 | 94 | 106 | 82 | 85
MEKK3 PB1 HTS | 90 | 107 | 109 | 100 | 94 | 107 | 100 | 95
p-CIP stab down | 2 | -9 | 4 | -11 | 2 | -8 | -4 | -14
IDE act | -1 | 5 | -2 | 2 | 2 | 4 | 1 | 4
IDE inh | 12 | 5 | 7 | 1 | 0 | -2 | -4 | 4
MEKK2mut PB1 HTS | -5 | 1 | 3 | -1 | -1 | 8 | -7 | -13
SUMO HTRF inh | 12 | 18 | -5 | 12 | 17 | 13 | 2 | 2
PfM18AAP inh | -5 | -10 | 1 | -6 | -7 | -1 | 3 | -9
NALP1 inh | -4 | 10 | 38 | 4 | 1 | 0 | -4 | -8

33: O=C(CSc1nnnn1-c1cccnc1)NCc1cccs1
34: CCc1ccc(OCCCC(=O)Nc2nccs2)cc1
35: Cc1[nH]c2ccccc2c1-c1nc2ccccc2[nH]c1=O
36: CCN(CC)S(=O)(=O)c1ccc(C)c(NC(=O)Cc2ccc(S(=O)(=O)N3CCOCC3)s2)c1
37: CCN(CC)S(=O)(=O)c1ccc(NC2CCN(Cc3ccccc3)CC2)nc1
38: COC(=O)c1ccsc1NC(=O)CN1C(=O)CCC1=O
39: COc1ccc(C(O)(CCN2CCCCC2)C2CCCCC2)cc1 (stereo not given)
40: Cc1ccn2c(CNCc3cnn(C)c3)c(C(=O)N3CCCCCC3)nc2c1
entry no. | 33 | 34 | 35 | 36 | 37 | 38 | 39 | 40
MEKK2 WT-MEK5 | 94 | 103 | 101 | 93 | 101 | 100 | 110 | 99
MEKK3 PB1 HTS | 90 | 107 | 98 | 96 | 101 | 96 | 105 | 100
p-CIP stab down | 4 | -9 | -7 | -8 | 3 | 8 | -4 | -3
IDE act | 2 | -8 | 3 | -2 | -6 | 7 | 1 | -1
IDE inh | 5 | 3 | -2 | 1 | 9 | -4 | 4 | 2
MEKK2mut PB1 HTS | 1 | 1 | -1 | 3 | -5 | 1 | 8 | 4
SUMO HTRF inh | 18 | -14 | 0 | -7 | -5 | -4 | 14 | -4
PfM18AAP inh | 7 | -3 | 1 | 4 | -8 | . | -10 | 2
NALP1 inh | 0 | 9 | 15 | 6 | 12 | 4 | 13 | -101

41: Cn1c(COc2ccc(Br)cc2)nnc1SC1CCc2ccccc2C1=O (stereo not given)
42: Cc1cc(CN(C)C(=O)c2cc(COc3ccc(C)c(C)c3)on2)n[nH]1
43: CC(=O)Nc1ccc(C(=O)OCC(=O)Nc2c(F)cccc2F)cc1
44: NC(=O)Cn1cc(C(=O)c2cccs2)c2ccccc21
45: O=C(Nc1cc(=O)[nH]c2ncnn12)c1ccccc1Cl
46: CNc1ccc(C2(O)C(=O)c3ccccc3C2=O)cc1
47: COC(=O)[C@H](Cc1ccccc1)NC(=O)[C@@H]1C[C@H]1[C@@H](NC(=O)OCc1ccccc1)c1ccccc1
48: Cc1cc(=O)[nH]c(SCc2cccc(Br)c2)n1
entry no. | 41 | 42 | 43 | 44 | 45 | 46 | 47 | 48
MEKK2 WT-MEK5 | 103 | 109 | 102 | . | 91 | 111 | 98 | 105
MEKK3 PB1 HTS | 104 | 108 | 104 | . | 98 | 107 | 106 | 108
p-CIP stab down | 1 | -8 | -8 | -1 | -4 | -2 | -2 | -3
IDE act | -8 | -1 | -5 | 2 | 4 | -1 | 6 | -9
IDE inh | 0 | 5 | 11 | -6 | -4 | 4 | 6 | 10
MEKK2mut PB1 HTS | 1 | 6 | 0 | . | -3 | 0 | 3 | 6
SUMO HTRF inh | -15 | 13 | 21 | 14 | -9 | 1 | 22 | -1
PfM18AAP inh | 8 | 2 | -10 | 4 | -2 | 13 | 3 | -3
NALP1 inh | 6 | 20 | 22 | 2 | 2 | 27 | 26 | 32

49: Cn1ccnc1C(=O)c1cc(SCC(=O)N2CCOCC2)nc2ccccc12
50: Cn1c(=O)c(C(=O)COC(=O)c2cc(-c3ccco3)nc3ccccc23)c(N)n(Cc2ccccc2)c1=O
51: COc1ccc(CCNC(=O)CSc2nnc3ccc(-c4ccncc4)nn23)cc1
52: CNC(=O)c1[nH]cnc1C(=O)Nc1ccc(C)cc1
53: Cc1cc(C)cc(NC(=S)NCc2ccc3[nH]c4c(c3c2)CCCC4)c1
54: COc1ccc(C(=O)C2CCCN(Cc3c(O)cccc3OC)C2)cc1OC (stereo not given)
55: Cc1cc(C)nc(NC(=O)c2ccc([N+](=O)[O-])o2)n1
entry no. | 49 | 50 | 51 | 52 | 53 | 54 | 55
MEKK2 WT-MEK5 | 67 | 93 | 91 | 99 | 112 | 112 | 104
MEKK3 PB1 HTS | 66 | 106 | 92 | 102 | 103 | 105 | 128*
p-CIP stab down | -9 | -4 | -5 | -4 | -3 | -4 | -5
IDE act | 2 | . | 2 | 5 | 5 | 3 | 0
IDE inh | -4 | -1 | -6 | 1 | -1 | -4 | 5
MEKK2mut PB1 HTS | -11 | -4 | 146* | 1 | -2 | 9 | 2
SUMO HTRF inh | 1 | 15 | -1 | 8 | -15 | 12 | 8
PfM18AAP inh | -5 | -5 | 0 | -2 | -2 | -2 | 4
NALP1 inh | -26 | 12 | -17 | -52 | 33 | 5 | 31
